Screening data: PubChem, several laboratories
V1aR counter: activates human V1a receptor in oxytocin agonist counter-screen. CHO-V1R cells, Fluo-8 calcium fluorescence, agonist mode; 0% DMSO, 100% 3 nM vasopressin. actives 0.25% (n = 320,000). activation, % at 3 µM. P37288;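 active means activation above the mean activation of all tested compounds plus 3 SD, per screening run, cut at about 20% in these data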;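 further: signal is peak over basal fluorescence ratio across a 100 second FLIPR read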
Target sequence (P37288 whole entry, looked up): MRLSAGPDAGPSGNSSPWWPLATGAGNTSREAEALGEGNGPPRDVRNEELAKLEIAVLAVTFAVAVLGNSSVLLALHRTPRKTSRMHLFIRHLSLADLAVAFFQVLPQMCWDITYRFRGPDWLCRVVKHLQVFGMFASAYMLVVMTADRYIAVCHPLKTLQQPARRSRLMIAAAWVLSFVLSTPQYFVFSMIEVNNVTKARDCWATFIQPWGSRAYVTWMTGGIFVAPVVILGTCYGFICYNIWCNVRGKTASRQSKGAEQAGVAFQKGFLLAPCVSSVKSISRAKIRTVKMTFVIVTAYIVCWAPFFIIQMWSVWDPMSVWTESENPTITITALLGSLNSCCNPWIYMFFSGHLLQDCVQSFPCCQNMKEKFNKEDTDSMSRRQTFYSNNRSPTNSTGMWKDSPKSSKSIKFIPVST
GPR7 antag: human neuropeptides B/W receptor 1 antagonism | inhibition, % at 4.4 µM | GPR7-expressing cells, fluorescence antagonist assay | actives 1.1% (n = 290,000) | P48145; in the data active means inhibition above about 16%, passing the limit was not always enough;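 further: cells stimulated with the agonist NPW; 0% = agonist with vehicle and 100% = vehicle without agonist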
OXTR agonist: agonists of human oxytocin receptor. P30559. CHO-OTR cells, Fluo-8 calcium fluorescence; normalized: DMSO 0%, oxytocin 100%. activation, % at 3 µM. actives 0.32% (n = 320,000);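 active means activation above the mean of all tested compounds plus 3 SD, cutoff set per screening run, cut at about 20% in these data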;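 further: peak over basal fluorescence ratio from a 100 s FLIPR kinetic read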
IMP-1 inhibitor: inhibitors of Pseudomonas aeruginosa IMP-1 metallo-beta-lactamase; inhibition, % at 5.6 µM; actives 0.45% (n = 290,000); purified IMP-1, nitrocefin hydrolysis, epi-absorbance fluorescence; AID 1556;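 active means inhibition above the mean plus 3 SD of all compounds in the same screening run, cut at about 4.5% in these data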;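 further: 0% = IMP-1 with DMSO and 100% = DMSO wells lacking enzyme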
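Test system: recombinant IMP-1 enzyme, purified / Medium: HEPES buffer pH 7.1 with ZnSO4 and Brij 35 / Doses: single dose, 5.6 µM / Times: 25 °C, 15 min preincubation, 25 min reaction / Detection: Epi-absorbance via hydrolysed-nitrocefin quenching of white-plate fluorescence, 480/530 nm, EDTA stop / Evaluation: percent inhibition from optical density relative to buffer-blank wells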
GalR3 antagonist: human GalR3 antagonism; O60755; HEK293 GalR3-CNG cAMP membrane potential fluorescence; galR3 body fused to GalR1 C-terminus; inhibition, % at 3 µM; actives 0.44% (n = 360,000); AID 651719;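 active means inhibition above the screen-wide average plus 3 SD, cut at about 13% in these data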;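 further: forskolin and galanin both at EC90 stimulate the cells; cAMP rise reported by CNG channel membrane potential dye signal; 0% = forskolin plus galanin with DMSO and 100% = forskolin alone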
Target sequence (O60755 1-299 limits assumed): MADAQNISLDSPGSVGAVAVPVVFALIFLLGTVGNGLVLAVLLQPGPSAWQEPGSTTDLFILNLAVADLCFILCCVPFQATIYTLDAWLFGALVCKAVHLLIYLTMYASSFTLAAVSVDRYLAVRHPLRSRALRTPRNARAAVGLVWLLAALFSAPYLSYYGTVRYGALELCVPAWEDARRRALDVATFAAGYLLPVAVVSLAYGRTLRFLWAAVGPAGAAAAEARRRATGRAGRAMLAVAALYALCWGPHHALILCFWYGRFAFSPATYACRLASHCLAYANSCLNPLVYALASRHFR
HCV NS3 hel inh: HCV NS3 helicase inhibition; NS3 helicase DNA unwinding, Cy5 molecular beacon fluorescence; inhibition, % at 10.9 µM; actives 0.56% (n = 290,000);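 active means inhibition above the mean of all tested compounds plus 3 SD, set per campaign, cut at about 35% in these data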;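 further: 0% = DMSO wells and 100% = thioflavine S control wells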
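test system = hepatitis C virus NS3 helicase domain fragment enzyme | reagent = annealed dual-labelled DNA beacon duplex, ATP-started | times = 1 h at 25 °C | detection = Cy5 fluorescence, 0 and 60 min reads | read-out basis = percent inhibition from t60/t0 fluorescence ratio | control set = DMSO and thioflavine S | replication = one well per compound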
PHOSPHO1 inh: PHOSPHO1 (human) inhibition; Q8TCT1; recombinant PHOSPHO1, absorbance phosphatase assay; inhibition, % at 13.3 µM; actives 1.1% (n = 290,000); in the data active means inhibition above about 60%
Target sequence (Q8TCT1 whole entry, looked up): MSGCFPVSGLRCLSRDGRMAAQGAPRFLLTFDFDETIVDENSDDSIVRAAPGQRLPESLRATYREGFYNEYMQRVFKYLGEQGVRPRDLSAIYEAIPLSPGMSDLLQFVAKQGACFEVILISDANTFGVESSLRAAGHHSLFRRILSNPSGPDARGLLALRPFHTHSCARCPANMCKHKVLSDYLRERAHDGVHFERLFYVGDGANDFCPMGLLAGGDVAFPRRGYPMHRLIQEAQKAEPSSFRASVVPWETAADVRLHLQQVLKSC
FID counter: displaces DNA intercalator in HCV helicase counter-screen | actives 0.17% (n = 290,000) | DNA fluorescent intercalator displacement, fluorescence | inhibition, % at 7.9 µM; in the data active means inhibition above about 37%;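 further: 0% = vehicle and 100% = reference compound; higher means more ethidium bromide displaced from hairpin DNA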
VIM-2 inh: blocks Pseudomonas aeruginosa VIM-2 metallo-beta-lactamase. purified VIM-2, nitrocefin hydrolysis, epi-absorbance fluorescence. inhibition, % at 5.6 µM. actives 0.89% (n = 290,000);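 active means inhibition above the mean of all tested compounds plus 3 SD, cutoff set per screening run, cut at about 7.5% in these data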;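 further: red hydrolysis product quenches plate fluorescence so inhibitors raise well fluorescence; 0% = enzyme with DMSO and 100% = DMSO without enzyme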
* = called active by the depositor; . = not tested or not shown.

SMILES | V1aR counter | GPR7 antag | OXTR agonist | IMP-1 inhibitor | GalR3 antagonist | HCV NS3 hel inh | PHOSPHO1 inh | FID counter | VIM-2 inh
CCN(CC)CCn1c(SCC(=O)Nc2ccc(F)cc2)nc2c(sc3ccccc32)c1=O | -0.3 | -13 | 2.3 | -2.5 | . | -86 | 42 | 5 | -5.0
CCOC(=O)CC(=O)Nc1nnc(CC(C)C)s1 | 0.8 | -13 | -1.1 | -0.1 | 1 | 6 | -18 | -14 | 1.6
Cc1cc(NC(=O)C(C)SCC(=O)OC(C)C(=O)Nc2ccccc2C)no1 (stereo unspecified) | -1.1 | -4 | -0.9 | -0.7 | -2 | -2 | 10 | -15 | -2.5
CCCCCC(=O)NC(=S)Nc1ccc(Cl)cn1 | -1.1 | -7 | -1.4 | -4.7 | -4 | -7 | 0 | -3 | -1.7
Cc1nnc(NC(=O)CSc2nnc(C(C)NC(=O)c3ccccc3F)n2C)s1 (stereo unspecified) | 0.1 | 0 | 1.1 | -2.5 | -5 | 7 | 52 | -6 | -1.6
COc1ccc(CCNC(=O)CCC(=O)N2CCOc3ccccc32)cc1OC | -1.2 | -10 | -1.4 | -2.9 | . | 7 | 5 | -19 | -2.8
O=C(COC(=O)c1ccc(Br)cc1)NCCc1ccccc1 | 1.1 | 3 | -2.5 | -1.5 | -3 | -7 | 6 | -28 | -1.7
O=C(Nc1ccc(N2CCOCC2)cc1)c1ccc(Cl)nc1 | -0.6 | 0 | -0.2 | -1.8 | . | 12 | 5 | 3 | 0.0
O=C(N/N=C/c1cnc(N2CCOCC2)s1)c1ccccc1 | 0.0 | -7 | 0.6 | -4.1 | -7 | 5 | 20 | -8 | -6.3
Cc1cc(C)cc(OCC(=O)OCC(=O)Nc2c(C)n(C)n(-c3ccccc3)c2=O)c1 | -1.2 | -5 | -2.0 | -3.2 | 1 | 0 | 32 | -10 | -1.1
Nc1nnn(CC(=O)N/N=C/c2ccc(Cl)cc2Cl)n1 | 0.1 | -11 | 0.8 | -4.1 | -3 | -4 | 45 | -9 | -4.5
N#C/C(=C\c1ccc(OCC(N)=O)cc1)c1ccccc1 | 2.8 | -8 | 3.3 | -4.0 | -6 | -7 | 10 | -13 | -0.7
COc1cccc(C(=O)N2CCN(Cc3cccc(F)c3)CC2)c1 | 0.5 | -18 | 0.1 | -3.1 | -2 | 3 | -3 | -10 | -1.4
O=C(N/N=C/c1ccc(-c2ccc([N+](=O)[O-])cc2)o1)C(O)c1ccccc1 (stereo unspecified) | 0.9 | -15 | -0.7 | -2.5 | 2 | 6 | 6 | -1 | -3.2
S=c1[nH]nc(-c2ccccn2)n1/N=C/c1c(Cl)cccc1Cl | -0.8 | -4 | 1.3 | -3.1 | 1 | -1 | -87 | -4 | -2.7
Cc1ccc(N2C(=O)C(NC(=O)c3c(F)cccc3F)(C(F)(F)F)C3=C2CC(C)(C)CC3=O)cc1 (stereo unspecified) | -0.1 | -7 | -0.9 | 0.8 | -3 | -5 | -2 | -32 | -1.6
O=C1NC(c2ccccc2)C(C(=O)c2cccs2)C(O)(C(F)(F)F)N1 (stereo unspecified) | 0.3 | -12 | -0.2 | -2.6 | -3 | -6 | 23 | -4 | 0.7
O=C(COC(=O)CCOc1ccccc1)Nc1ncc(Cl)cc1Cl | -0.4 | -9 | -1.7 | -3.2 | -4 | 2 | -3 | -11 | -3.1
COc1ccc(CNC(=O)C2CCCN(c3nc4ccccc4o3)C2)c(OC)c1 (stereo unspecified) | -0.6 | -1 | -0.6 | -4.1 | . | -9 | 16 | -32 | -2.8
CCCCOc1ccc(CCC(=O)N/N=C/c2ccco2)cc1 | 11 | 11 | -3.4 | -2.1 | -5 | 5 | 4 | -19 | 0.0

2 records drawn at random from the list so far:
SMILES | V1aR counter | GPR7 antag | OXTR agonist | IMP-1 inhibitor | GalR3 antagonist | HCV NS3 hel inh | PHOSPHO1 inh | FID counter | VIM-2 inh
N#C/C(=C\c1ccc(OCC(N)=O)cc1)c1ccccc1 | 2.8 | -8 | 3.3 | -4.0 | -6 | -7 | 10 | -13 | -0.7
Cc1ccc(N2C(=O)C(NC(=O)c3c(F)cccc3F)(C(F)(F)F)C3=C2CC(C)(C)CC3=O)cc1 (stereo unspecified) | -0.1 | -7 | -0.9 | 0.8 | -3 | -5 | -2 | -32 | -1.6

Next structures.
SMILES | V1aR counter | GPR7 antag | OXTR agonist | IMP-1 inhibitor | GalR3 antagonist | HCV NS3 hel inh | PHOSPHO1 inh | FID counter | VIM-2 inh
Cc1cc(-c2nc(-c3ccncc3)no2)ccc1[N+](=O)[O-] | 4.8 | 7 | 2.3 | -4.2 | -8 | -3 | 14 | -17 | 1.2
COc1cc(OC)c(C2CC(=O)N3CN(C)CSC3=C2C#N)cc1OC (stereo unspecified) | 0.2 | -11 | -1.1 | -4.7 | . | 2 | 48 | -15 | -1.8
O=C(NC1CCCc2ccccc21)C1CCN(c2c3c(nc4ncnn24)CCC3)CC1 (stereo unspecified) | -0.4 | -10 | -0.4 | -0.5 | -5 | 0 | -7 | -15 | -0.8
O=C(Nc1ccc(S(=O)(=O)N2CCCCCC2)cc1)c1ccco1 | 0.5 | 9 | -0.7 | -1.9 | -2 | -15 | -18 | -13 | -0.6
CCCOc1nc2c(c(=O)n(C)c(=O)n2C)n1Cc1cccc2ccccc12 | 8.0 | -9 | 3.7 | -5.1 | -7 | -5 | -12 | -7 | -2.1
CCCc1cc(=O)[nH]c(SCCCCN2C(=O)c3ccccc3C2=O)n1 | -0.6 | -3 | 0.9 | -2.7 | -3 | -10 | 32 | 1 | -2.4
C=CCN(c1ccccc1)S(=O)(=O)c1cccc(C(=O)OCC(=O)NC2CC2)c1 | 1.5 | -5 | -1.7 | -1.8 | 1 | -16 | 8 | -17 | 1.1
CCOC(=O)CN(C)Cc1c[nH]c2ccccc12 | 0.0 | -5 | 1.0 | -2.0 | . | 5 | 1 | 1 | 0.6
Cc1ccc(C(=O)Nc2ccc3c(c2)OCO3)cc1S(=O)(=O)N1CCCCC1 | 0.0 | -13 | -2.5 | -0.7 | -4 | 1 | -7 | -19 | 0.8
CC/C(=C1/C(=O)CC(C)(C)C(C(=O)OC)C1=O)N1CCCC1 (stereo unspecified) | 1.1 | -6 | 0.1 | -3.6 | 1 | -2 | 13 | -5 | -2.9
CC1(C(=O)O)CCC(C(=O)Nc2ccccc2O)C1(C)C (stereo unspecified) | -0.7 | 10 | 0.1 | -2.9 | -3 | -2 | -8 | -5 | -1.5
COc1cccc(-c2cc(=O)c3cc(NC(C)=O)ccc3[nH]2)c1 | 1.5 | -3 | 0.1 | -4.1 | -5 | 1 | -16 | -4 | -5.4
Cc1cc([N+](=O)[O-])nn1CC(=O)NNC(=S)Nc1ccc(F)cc1 | -0.3 | 8 | 0.7 | -1.1 | -8 | -1 | -145 | 3 | 0.1
CC(=O)Nc1ccc(S(=O)(=O)/N=C2/NC(=O)/C(=C\c3ccco3)S2)cc1 | 1.1 | 0 | 0.6 | 0.1 | -3 | 16 | 9 | -17 | -2.0
Cc1ccc(O)c(C2=NNC(O)(C(F)(F)F)C2)c1 (stereo unspecified) | 0.3 | -13 | 0.5 | -3.5 | -3 | -3 | 1 | 0 | -5.6
CCOC(=O)/C(=C\C=C\c1ccccc1)NC(=O)c1ccccc1 | -0.5 | -13 | -2.8 | -1.3 | -10 | 17 | 4 | -20 | -2.0
COc1ccc(NC(=S)NNS(=O)(=O)c2ccc3ccccc3c2)c(OC)c1 | 1.0 | -6 | -0.8 | -2.1 | -5 | -17 | 32 | 0 | -3.3
Cc1ccc(CNC(=O)CSCc2cccc(F)c2)cc1 | 0.2 | -10 | -0.8 | 0.9 | -3 | -8 | -18 | -18 | -1.3
COc1ccc(C2CC(=O)C(C=NCCCN3CCOCC3)=C(O)C2)cc1 (stereo unspecified) | 0.8 | 7 | -0.2 | -2.6 | -1 | 3 | -8 | 2 | -3.4
CCCC(=O)Nc1ccc2nc(C)n(Cc3ccccc3Cl)c(=O)c2c1 | 0.4 | -6 | 0.3 | -1.1 | -5 | -9 | . | -20 | 1.0
COCCN(CC1CCCN(C2Cc3ccccc3C2)C1)C(=O)CCSC (stereo unspecified) | -0.5 | -13 | -0.4 | -3.1 | -8 | -6 | . | -15 | 0.2
CC(Oc1ccc(Cl)cc1)C(=O)Nc1sccc1C(N)=O (stereo unspecified) | -1.4 | -9 | -0.5 | -1.5 | -4 | -14 | -5 | -2 | -1.6
CCCn1nnc(NC(=O)c2ccc(F)cc2)n1 | 1.5 | -5 | 0.3 | 0.3 | 2 | -7 | 38 | 0 | -2.2
O=C(CN1CCOCCOCCOCC1)Nc1ccccc1 | -0.4 | -1 | -0.1 | -3.8 | 1 | 3 | 0 | 0 | -0.5
CC1CN(S(=O)(=O)c2cccc(-c3cn4ccccc4n3)c2)CC(C)O1 (stereo unspecified) | -0.7 | -12 | -1.2 | -2.4 | -9 | -3 | -2 | -6 | -3.2
CC(C)/C=N\NC(=O)CCCCC(=O)N/N=C/C(C)C | -0.3 | -6 | -0.5 | -4.2 | 0 | 0 | -21 | -7 | -3.1
COc1cccc(/C=N/c2nc3ccccc3[nH]2)c1O | -0.6 | -27 | 3.5 | 2.8 | -10 | 8 | 29 | -2 | 0.3
CSc1nsc(SCC(=O)Nc2ccc(Br)cn2)n1 | -2.0 | 25 | -2.4 | -1.4 | 0 | 16 | 28 | 0 | 0.4
CCCCCC(O)(c1ccccc1)C(CN1CCOCC1)c1ccccc1 (stereo unspecified) | . | -31 | . | -2.0 | -5 | -25 | 26 | -15 | -1.4
Cc1cccc(N(C)C(=O)c2cc(S(=O)(=O)N3CCCC3)cn2C)c1 | 0.4 | -12 | -0.1 | -4.0 | . | 16 | 23 | -24 | -2.4
O=C(Nc1cccn(Cc2ccc(F)cc2)c1=O)NC1CCCCC1 | -0.4 | -7 | -0.9 | -1.4 | -6 | -2 | 5 | -18 | -2.5
COc1ccc(/C=C2/SC(=S)N(CCCC(=O)N3CCN(C)CC3)C2=O)cc1 | 9.2 | -8 | 6.0 | 0.9 | 1 | -45 | 34 | 19 | 17*
CCc1nonc1NC(=O)c1oc2cc(Br)ccc2c1C | -1.6 | 22 | 0.5 | -1.4 | -6 | 16 | 47 | -2 | -2.6
CCc1nnc(NC(=O)c2csc3c2CCC(C)C3)s1 (stereo unspecified) | 0.7 | -3 | -1.2 | -1.1 | . | 2 | 15 | -2 | 1.1
COc1ccc(C2C(C(C)=O)=C(O)C(=O)N2c2cccnc2)cc1OC (stereo unspecified) | 1.4 | -12 | 0.8 | -1.1 | -3 | -1 | 9 | -8 | -3.6
CCN(CC)S(=O)(=O)c1ccc(/C(O)=C(\C#N)c2nc3ccccc3n2C)cc1 | 4.9 | -12 | 5.3 | -3.0 | -2 | 0 | 0 | -8 | -1.8
Cc1cc(C(C)(C)C)cc(S(=O)(=O)NCCO)c1C | 0.3 | -11 | -1.7 | -3.1 | 1 | 1 | 7 | -10 | -1.4
CC1(C)N=C(N)N=C(N)N1c1ccc(F)cc1F | -0.1 | -9 | -0.9 | -0.2 | -3 | 1 | 18 | 3 | -2.1
COc1ccc(N2CCN(C(=O)CCc3c[nH]c4ccccc34)CC2)cc1 | 1.3 | -2 | 1.7 | -3.3 | -7 | -4 | 16 | -7 | -0.7
